Pol beta inh – qHTS Assay for Inhibitors of DNA Polymerase Beta; P06746; Pol beta primer extension/strand displacement, fluorescence kinetic; Potency, µM (highest dose often 114 µM), for inactives: at the top dose activity change, negative = inhibition, usual class: inhibitors; 340,000 tested, 1.3% active; also: potency is read from the fitted curve at half-maximal effect; % is scaled to controls: 0 for no effect and ±100 for the full control effect
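Pol beta (10 nM) and compounds were preincubated 15 min at room temperature, then 50 nM substrate (final) started primer extension/strand displacement. Reads were taken at 0 and 10 min; concentration-response data were fitted to a four-parameter Hill equation.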
RGS4 inhibitor – Inhibitors of Regulator of G Protein Signaling (RGS) 4: qHTS | Regulator of G-protein signaling 4 (Homo sapiens), P49798 | Transcreener GDP fluorescence polarization, RGS4-accelerated GTP hydrolysis | Potency, µM (series often up to 114 µM), inactives show at the top dose activity change, negative = inhibition, usual class: inhibitors | 390,000 tested, 0.039% active; also: potency is read from the fitted curve at half-maximal effect; % is scaled to controls: 0 for no effect and ±100 for the full control effect; nearly all actives have a fitted effect of over 75% in size; some results filed as inactive show a strong effect at the top dose
Target sequence (P49798 whole entry, looked up): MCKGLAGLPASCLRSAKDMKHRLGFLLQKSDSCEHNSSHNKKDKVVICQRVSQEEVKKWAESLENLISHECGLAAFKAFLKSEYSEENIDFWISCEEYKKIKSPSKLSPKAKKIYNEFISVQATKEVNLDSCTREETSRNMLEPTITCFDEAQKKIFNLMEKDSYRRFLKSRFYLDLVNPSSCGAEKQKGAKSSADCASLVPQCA
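MLSMR compounds (23 nl, pin-transferred) preincubated 10 min at room temperature with a 500nM (2x) first reagent, then RGS4 at 900nM (2x) plus Transcreener GDP mix added; fluorescence polarization (620/688 nm) read before and after 90 min at 30 °C.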
Pol kappa inh – qHTS for Inhibitors of Polymerase Kappa; DNA polymerase kappa (Homo sapiens), Q9UBT6; purified Pol kappa, fluorescent DNA synthesis assay, 10 min; Potency, µM (doses to about 107 µM), inactives show at the top dose activity, negative = inhibition, most hits filed as inhibitors; 400,000 tested, 0.53% active; AID 588579, 2011; also: potency is read from the fitted curve at half-maximal effect; % is scaled to controls: 0 for no effect and ±100 for the full control effect
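Readout: fluorescence, taken kinetically at 0 and 10 min. Conditions: 10 nM Pol kappa, 15 min RT compound preincubation, 50 nM substrate final. Controls: enzyme-free buffer wells.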
APEX1 inh – qHTS Assay for Inhibitors of the Human Apurinic/apyrimidinic Endonuclease 1 (APE1) | DNA repair nuclease/redox regulator APEX1 (Homo sapiens), P27695 | 350,000 tested, 0.35% active | recombinant APE1, TAMRA/BHQ-2 abasic DNA cleavage fluorescence | AID 2517, 2012 | Potency, µM (titrated, usually from 65.8 µM), without a hit: at the highest dose activity change, negative = inhibition, hits mostly inhibitors;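 also: potency is read from the fitted curve at half-maximal effect; plate controls were vehicle for no effect and reference inhibitor for full effect; nearly all actives have a fitted effect of over 55% in size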
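Kinetic fluorescence read (525 ex/598 em nm, three reads 60 s apart) of AP-site incision; signal = third minus first read. Enzyme 0.75 nM, dual-labelled THF duplex 50 nM, compound preincubation 15 min RT.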
12-LOX inh – Primary qHTS assay for inhibitors of human arachidonate 12S-lipoxygenase (ALOX12): Round 2; Polyunsaturated fatty acid lipoxygenase ALOX12 (Homo sapiens), P18054; purified 12hLO, xylenol orange hydroperoxide absorbance; Potency, µM (top dose mostly 108 µM), for inactives: at the highest dose activity change, negative = inhibition, usual class: inhibitors; 580,000 tested, 1.1% active; AID 1671190, 2021; also: potency is read from the fitted curve at half-maximal effect; % is scaled to controls: 0 for no effect and ±100 for the full control effect
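Purified human 12hLO at 150 nM in 25 mM Hepes, 0.01% Triton X-100, pH 7.0, preincubated 15 min at room temperature with compound. Reaction started with 40 uM arachidonic acid, 30 min at room temperature. Hydroperoxide measured by Fe-xylenol orange, 573/405 nm absorbance ratio.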
POLH inh – qHTS for Inhibitors of Polymerase Eta | 390,000 tested, 1.2% active | AID 588591, 2011 | recombinant Pol eta, fluorescent DNA replication assay | Potency, µM (series often up to 114 µM), for inactives: top-dose activity change, negative = inhibition, hits mostly inhibitors | DNA polymerase eta (Homo sapiens), Q9Y253; also: potency is read from the fitted curve at half-maximal effect; % is scaled to controls: 0 for no effect and ±100 for the full control effect
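Fluorescent replication assay: 50 nM final substrate added after a 15 min room-temperature compound preincubation with 10 nM enzyme. Signal taken at 0 min and again at 10 min.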
ERG-DNA inh – qHTS for Small Molecule Inhibitors of the ERG Ets/DNA interaction; fluorescence polarization, His-ERG Ets domain / labelled DNA; Potency, µM (series often up to 76.9 µM), without a hit: at the top dose FP activity, negative = inhibition, usual class: inhibitors; 370,000 tested, 0.028% active; AID 624246, 2012; active = well fitted inhibition curve with a large enough effect in the polarisation, with a control signal flat; inconclusive = small, poorly fitted or top-dose-only effect, or effect the other way, or a change in a side signal; inactive = no such curve, though single readings can be large or run the other way; the % refers to the polarisation;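 also: polarization taken with two DNA probes labelled with fluorescein and Texas red; potency is read from the fitted curve at half-maximal effect; % of control where 0% means no effect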
Target sequence (P11308 whole entry, looked up, the tested form may be a part): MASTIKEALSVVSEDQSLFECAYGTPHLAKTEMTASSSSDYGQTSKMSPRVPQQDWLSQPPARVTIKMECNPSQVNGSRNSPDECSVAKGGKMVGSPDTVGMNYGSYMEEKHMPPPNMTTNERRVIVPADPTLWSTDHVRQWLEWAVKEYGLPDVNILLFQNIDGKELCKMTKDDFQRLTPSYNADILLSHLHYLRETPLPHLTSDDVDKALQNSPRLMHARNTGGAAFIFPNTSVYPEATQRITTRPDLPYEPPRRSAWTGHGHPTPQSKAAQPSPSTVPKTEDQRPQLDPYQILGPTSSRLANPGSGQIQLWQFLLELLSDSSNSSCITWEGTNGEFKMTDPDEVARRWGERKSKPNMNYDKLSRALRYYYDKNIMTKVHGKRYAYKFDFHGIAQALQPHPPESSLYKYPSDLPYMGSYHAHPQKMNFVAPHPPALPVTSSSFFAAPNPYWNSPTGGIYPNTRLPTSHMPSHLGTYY
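His-tagged ERG Ets domain (1 uM in the protein solution; 300mM KCl, 50mM Tris-HCl, 1mM EDTA, 1mM DTT, pH 7.5) received compound, then a probe mix of 5 nM fluorescein-DNA and 100nM Texas-615-DNA. Fluorescence polarization was read for both dyes.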
Anesthetic bind – qHTS Assay for Identification of Novel General Anesthetics | Ferritin light chain (Equus caballus), P02791 | apoferritin/1-aminoanthracene competitive binding, fluorescence | Potency, µM (series often up to 77.5 µM), for the others: at the top dose activity change, negative = displacement, most hits filed as inhibitors | 350,000 tested, 0.074% active; also: potency is read from the fitted curve at half-maximal effect; % is scaled to controls: 0 for no effect and ±100 for the full control effect; nearly all actives have a fitted effect of over 20% in size
Target sequence (P02791 2-175 limits assumed): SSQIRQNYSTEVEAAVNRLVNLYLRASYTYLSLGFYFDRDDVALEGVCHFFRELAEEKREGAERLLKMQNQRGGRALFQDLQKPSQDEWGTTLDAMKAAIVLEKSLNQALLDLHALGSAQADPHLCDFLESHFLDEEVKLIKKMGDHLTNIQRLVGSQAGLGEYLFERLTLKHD
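Apoferritin-based anesthetic binding model; compound displacement of fluorescent 1-AMA measured as endpoint fluorescence after 10 minutes at room temperature, scaled to free-ligand and complex controls.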
LDHA block – qHTS assay for inhibitors of human lactate dehydrogenase; activity change, % (values are at about 110 or 230 µM); purified LDHA, NADH/diaphorase-resazurin fluorescence; hits give low values; 480,000 tested, 0.15% active; in the data active = activity change below about -30%; inconclusive = mostly about -25% to -30%;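 also: plate controls were DMSO wells for no effect and wells without enzyme for full effect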
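Enzyme activity of human lactate dehydrogenase 5 (2 nM; 0.06 mM NADH, 0.2 mM pyruvate, 5 min, RT) is measured via a resazurin/diaphorase fluorescence readout of residual NADH.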
Active calls of the source: *; ? = inconclusive; · = no result given; & = joins results of further samples; [ ] = remark or other dose. Unless noted, calls follow the shape of the dose curve; as a rule, active = well fitted curve in the direction sought with a large enough effect; inconclusive = small, poorly fitted or top-dose-only effect, or another doubt; inactive = no such curve, though single readings can be large; an effect the other way counts as inactive or inconclusive. This is a subset; rates above refer to the full screens.

Pol beta inh	RGS4 inhibitor	Pol kappa inh	APEX1 inh	structure	12-LOX inh	POLH inh	ERG-DNA inh	Anesthetic bind	LDHA block
28%	-24%	-14%	5%	COc1ccc2[nH]c(=O)c(CNc3ccccc3)cc2c1	?	?	2%	61%[activator]	16
13%	20%	2%	11%	CCN(Cc1ccccc1)C(=O)c1cc(S(=O)(=O)N2CCOCC2)cn1C	15%	3%	9%	-4%	-9
0%	9%	-12%	·	Cc1nc(N2CCCC2)c2c(C(=O)Nc3cccc(Cl)c3C)c(C)oc2n1	0%	-12%	5%	5%	-4
30%	-7%	-1%	0%	Fc1cccc(Cl)c1CSc1nnc(CN2CCOCC2)n1-c1ccccc1	14%	-21%	0%	-7%	2
3%	-51%	-17%	-16%	O=C(Nc1ccccc1)N(Cc1cccs1)C1CCCC1	76%[activator]	-13%	9%	7%	1
74%	21%	-5%	17%	CC(C(=O)c1ccc(-c2ccccc2)cc1)[n+]1ccccc1 (stereo not given)	94%[activator][57.4 µM]	-5%	-1%	-17%	-6
-1%	16%	-12%	0%	CCn1c(SCC(=O)Nc2ccc(C)cc2)nnc1-c1ccccn1	-23%	2%	-2%	-5%	-9
29%	-2%	-5%	4%	CC(C)(C)c1ccc(CNC(=O)c2ccc3c(c2)NC(=O)CO3)cc1	78%[activator]	-8%	1%	?	-11
-1%	12%[56.9 µM]	-8%	-2%	COC(=O)c1cn(NC(=O)C2CCC(C(C)(C)C)CC2)c(=O)c2ccccc12 (stereo not given)	-20%	-7%	0%	?	-15
30%	27%[11.4 µM]	-17%	10%	Cc1cc(=O)oc2c3c(ccc12)OC/C3=N/N	-14%	?	-6%	7%	4
23%	5%[56.9 µM]	-1%	14%	Cc1[nH]c(C)c(S(=O)(=O)N(C)Cc2ccccc2)c1C(=O)N1CCCCC1	12%	-1%	-8%	0%	-4
4%	-31%	2%	1%	CCCCCCCCS(=O)C1CCS(=O)(=O)C1 (stereo not given)	?	-5%	-3%	-10%	-4
1%	-36%	-16%	-2%	CCn1c(COc2ccc3ccccc3c2C)nnc1SCC(=O)Nc1cccc(C(=O)O)c1	166%[activator]	1%	17%	-17%	-1
4%	-14%	-6%	17%	Cc1oc(-c2cc(F)ccc2F)nc1CN1CCN(c2ncnc3ccccc23)CC1	8%	-12%	-4%	-24%	-1
·	17%	-15%	·	Oc1ccc(-c2cnc3ccccc3n2)cc1	46%[activator]	-9%	-18%	·	-5
·	8%	-10%	3%	COc1cc(NC(=O)Cn2cnc3c(OCc4ccccc4)ncnc32)cc(OC)c1OC	11%	-22%	11%	·	-6
4%	3%	-10%	?	Cc1ccc(-c2nc3ccccc3nc2Cl)cc1	1%	-13%	-3%	-14%	-5
-3%	-26%	5%	7%	O=C(NCc1ccncc1)Nc1ccccc1Cl	-3%	-10%	15%	-16%	2
?	-2%	-9%	0%	N/C(=N\N=C\c1ccc2c(c1)OCO2)SC1CC(=O)N(c2ccc(C(=O)O)cc2)C1=O (stereo not given)	-17%	0%	-5%	-4%	0
-3%	5%	-19%	20%	O=c1sc(Nc2ccccc2)nc2ccsc12	?	4%	0%	?	-1
1%	-8%	-6%[60.1 µM]	·	CCOC(=O)c1c(C)[nH]c(C)c1S(=O)(=O)N1CCC(C(=O)N2CCN(c3cc(C)ccc3C)CC2)CC1	-49%	-20%	1%	-18%	5
11%	-22%	-16%	1%	COC(=O)C1CCN(C(=O)COC(=O)Cc2c[nH]c3ccccc23)CC1	0%	-10%	-1%	-24%	2
-16%	3%	-22%	·	CCCn1cnc2cc(NC(=O)c3cc(OC)c(OC)c(OC)c3)ccc21	-6%	13%	1%	-5%	-4
0%	-24%	12%	10%	COc1ccc(C(=O)N/N=C/C(C)c2ccccc2)cc1OC (stereo not given)	-27%[57.4 µM]	-8%	-6%	-15%	0
-2%	-3%	0%	-3%	COCCN(Cc1cc2cc3c(cc2n2nnnc12)OCO3)C(=O)c1ccccc1F	2%	-4%	0%	-1%	-8
-3%	28%	-4%	-3%	CC1=C(C(=O)N2CCOCC2)C(c2ccccc2F)C2=C(CCCC2=O)N1 (stereo not given)	-2%	-2%	·	37%[activator]	6
·	·	-7%[60.1 µM]	15%	COc1cc(-c2oc3cc(O)cc(O)c3c(=O)c2O[C@@H]2O[C@H](CO)[C@@H](O)[C@H](O)[C@H]2O)cc(OC)c1O	?	·	·	-11%	·
·	15%	4%	-1%	CC(=O)Nc1ccc(S(=O)(=O)N[C@@H](C)C(=O)N2CCN(C/C=C/c3ccccc3)CC2)cc1	·	5%	?	·	1
-16%	14%	-13%	·	CCOc1cc(Br)c(C2C(C(=O)OC)=C(C)NC3=C2C(=O)c2ccccc23)cc1OCC (stereo not given)	-25%	-2%	0%	-7%	1
1%	-13%	-3%	-6%	Cc1cccc(C(C(N)=O)c2ncc(C(F)(F)F)cc2Cl)c1 (stereo not given)	?	-10%	-8%	-8%	-6

Pol beta inh	RGS4 inhibitor	Pol kappa inh	APEX1 inh	structure	12-LOX inh	POLH inh	ERG-DNA inh	Anesthetic bind	LDHA block
4%	8%	-12%	7%	COc1ccccc1-c1c(C(F)(F)F)oc2cc(OS(C)(=O)=O)ccc2c1=O	9%	-13%	-20%	-8%	3
0%	-11%	0%	-1%	CC(C)OC(=O)CN1C(=O)C(=O)c2ccccc21	?	-3%	-1%	-9%	16
8%	-43%	-2%	54%[activator]	CC(=O)c1cccc(NC(=S)N2CCc3ccccc32)c1	?	1%	15%	-20%	-5
34%	29%	-4%	-7%	CCOc1cc(S(=O)(=O)N2CC=C(c3ccc(F)cc3)CC2)c(OCC)cc1-n1cnnn1	3%	5%	·	-8%	-5
·	9%	-1%	·	O=C(C(=O)N1CCN(Cc2ccccc2)CC1)c1c[nH]c2ccccc12	9%	-22%	-8%	·	-4
?	-17%	-10%	2%	N#Cc1cc2[nH]c3ccccc3c2[n+](-c2ccc([N+](=O)[O-])cc2)c1N	-15%	-24%	5%	?	-7
-27%	-8%	-9%	-4%	COc1ccc(NC(=S)N(C)CC2COc3ccccc3O2)cc1 (stereo not given)	78%[activator]	-5%	-4%	-18%	-3
-5%	0%	-10%	0%	C=CCn1c(SCc2csc(C)n2)nc2sc3c(c2c1=O)CCC(C)C3 (stereo not given)	?	6%	-11%	-15%	0
26%	0%	3%	?	O=C(Cn1cncn1)NCc1cccc2ccccc12	?	-6%	1%	-1%	-7
7%	-6%	-9%	·	Cc1cc(C)cc(NC(=O)c2cc(S(=O)(=O)N3CCCCC3)c[nH]2)c1	-21%	1%	4%	-6%	-14
33%	14%	-23%	-16%	O=C(C1CCN(S(=O)(=O)c2ccc(Cl)cc2)CC1)N1CCCC1	-14%	1%	-5%	1%	-9
-23%	7%	-9%	-4%	COc1cccc(OCCNc2cc(Cl)ccc2[N+](=O)[O-])c1	7%	-14%	·	-19%	2
0%	28%[11.4 µM]	-7%	2%	O=C(N/N=C/c1ccc(O)cc1)c1cccc(N/N=C/c2ccc(O)cc2)c1	?	-18%	-6%	-3%	-7
4%	14%	-5%	12%	CC1CCCCN1C(=O)Cc1ccc(Cl)cc1 (stereo not given)	0%	-2%	1%	-18%	-3
9%	7%[11.4 µM]	-12%	-3%	CN(C)C(CNC(=O)C1CCN(S(=O)(=O)c2ccccc2)CC1)c1ccccc1 (stereo not given)	-10%	-16%	0%	7%	-4
-6%	-39%	-3%	26%	COc1ccc(Br)cc1CNC(=O)CCC(=O)n1nc(C)c2ccccc21	-4%	6%	7%	-12%	-4
30%	-13%[56.9 µM]	1%	29%	COc1ccc(C)cc1NC(=O)CCNS(=O)(=O)c1ccc2c(c1)CC(C)N2C(C)=O (stereo not given)	1%	5%	-1%	-4%	-3
3%	1%	4%	3%	COc1ccc(-n2cc(CNCC3CC(=O)N(C4CC4)C3)c(-c3ccccc3Cl)n2)cc1 (stereo not given)	-16%	-5%	-19%	-11%	2
1%	-24%	9%	-1%	O=C1NCCc2c1[nH]c1c(Cl)ccc(Cl)c21	-8%	-14%	-2%	-15%	2
2%&19%	18%&18%	-21%&-1%	11%	CCCn1cc(S(=O)(=O)c2ccc(C)cc2)c(=O)c2cc(OC)c(OC)cc21	-3%&6%	-11%&-18%	10%&7%	-13%&-11%	-5&-11

Bioassay records as filed in PubChem.
